# SIRT5 inh = sirtuin-5 (human) deacylase inhibition | Q9NXA8 | Purified SirT5, succinyl-peptide AMC, trypsin-coupled fluorescence | actives 1.1% (n = 330,000) | inhibition, % at 15 µM | AID 652115; in the data active = inhibition above about 15%; inconclusive = no clear call, values can overlap the other calls
# Target sequence (Q9NXA8 whole entry, looked up): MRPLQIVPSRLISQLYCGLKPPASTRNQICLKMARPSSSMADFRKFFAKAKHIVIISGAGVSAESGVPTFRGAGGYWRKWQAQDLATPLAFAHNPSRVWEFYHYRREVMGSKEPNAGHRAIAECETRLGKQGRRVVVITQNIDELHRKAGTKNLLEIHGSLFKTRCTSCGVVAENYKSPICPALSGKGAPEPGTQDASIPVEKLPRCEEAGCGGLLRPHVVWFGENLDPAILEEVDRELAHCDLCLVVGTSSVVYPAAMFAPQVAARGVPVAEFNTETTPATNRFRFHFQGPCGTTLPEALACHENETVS
# Statin myotox sup = suppressors of simvastatin-induced myotoxicity in C2C12 myotubes. ATP luminescence, 48 h; scaled: DMSO 0, geranylgeraniol control 100. rescue of ATP level, % at 7.49 µM. actives 0.78% (n = 330,000). AID 602340;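 active = mean ATP rescue above about 67%, or every replicate alone reaching that limit, limit read from the data, passing the limit was not always enough; inconclusive = no clear call, values can overlap the other calls; inactive = mean under the limit and some replicate under it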;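 also: myotubes were challenged with 10 µM simvastatin during compound exposure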
# DENV2 CPE = protects cells from dengue virus 2 cytopathic effect; DENV2-infected cells, cytopathic effect rescue, plate reader; CPE inhibition, % at 9.99 µM; actives 1.7% (n = 350,000); in the data active = CPE inhibition above about 20%, passing the limit was not always enough; inconclusive = no clear call, values can overlap the other calls; tested in BHK-21 cells;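 also: 0% = median of neutral control wells and 100% = median of positive control wells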
# E-selectin induc = E-selectin induction on HUVECs; P16581; HUVEC E-selectin immunofluorescence imaging; normalized: neutral wells 0, TNF-alpha wells 100; activation, % at 7.58 µM; actives 0.37% (n = 260,000);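 active = mean E-selectin-positive cell signal at least 10% of the positive control, reached in at least 60% of replicates, without over 20% cell loss; inconclusive = no rule given, readout overlaps actives, possibly toxicity-flagged; inactive = the rest, including those meeting only one limit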;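 also: in these data hits start at about 27%; measured in HUVEC primary endothelial cells; signal is the percent of cells scored E-selectin positive by PE staining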
#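 System: HUVEC / Compound: single concentration / Signal: immunofluorescence imaging / Read-out: percent E-selectin-positive cells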
# PglD inh = PglD (C. jejuni) enzyme inhibition; purified PglD enzyme, DTNB colorimetric CoA detection; inhibition, % at 12.5 µM; actives 0.098% (n = 360,000); in the data active = inhibition above about 16%, passing the limit was not always enough; inconclusive = no clear call, values can overlap the other calls; also: strong numbers were not always called active
# ERp5 block = blocks human ERp5 reductase activity on insulin; inhibition, % at 9.99 µM; AID 651711; ERp5 insulin aggregation, absorbance 650 nm, 90 min; actives 0.05% (n = 350,000); Q15084;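 active = mean replicate inhibition above about 25%, with every replicate also reaching it, limit read from the data, passing the limit was not always enough; inconclusive = only one of those two criteria met; inactive = neither criterion met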
# Target sequence (Q15084 whole entry, looked up): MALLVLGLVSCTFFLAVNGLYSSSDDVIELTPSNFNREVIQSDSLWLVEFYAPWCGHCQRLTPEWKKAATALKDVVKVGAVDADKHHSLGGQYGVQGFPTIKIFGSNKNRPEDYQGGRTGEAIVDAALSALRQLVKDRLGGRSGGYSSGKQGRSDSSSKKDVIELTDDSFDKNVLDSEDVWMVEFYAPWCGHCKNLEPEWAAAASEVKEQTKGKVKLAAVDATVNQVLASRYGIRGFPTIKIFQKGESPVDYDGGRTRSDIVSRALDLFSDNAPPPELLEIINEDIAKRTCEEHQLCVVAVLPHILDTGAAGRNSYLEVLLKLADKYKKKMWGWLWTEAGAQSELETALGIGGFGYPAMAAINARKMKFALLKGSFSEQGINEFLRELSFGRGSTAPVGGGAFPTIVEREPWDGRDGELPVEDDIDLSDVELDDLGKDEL
# S100A4 inh HTS = S100A4-myosin IIA interaction inhibition | P26447 | S100A4/TAMRA-MyoIIA peptide fluorescence polarization | inhibition, % at 10.7 µM | actives 0.14% (n = 360,000) | AID 652163;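 active = mean inhibition of at least 70% across replicates, with every replicate also reaching that level; inconclusive = mean inhibition reaches 70% but some replicates fall short; inactive = mean inhibition below 70%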
# Target sequence (P26447 whole entry, looked up): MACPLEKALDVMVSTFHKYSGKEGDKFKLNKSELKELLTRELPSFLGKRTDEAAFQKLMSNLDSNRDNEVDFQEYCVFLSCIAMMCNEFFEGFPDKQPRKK
#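 Assay system: human S100A4 monomer with TAMRA-labelled myosin IIA peptide / Buffer or medium: Calcium-containing HEPES buffer, pH 7.2 / Reagent: TAMRA-labelled myosin IIA heavy-chain peptide probe, 5 nM / Compound: one dose per compound / Timing: polarization read 5 min after assay mix addition, stable 5–60 min / Benchmarks: neutral control DMSO, positive control TFP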
# * = called active by the depositor; ? = inconclusive; nt = not tested or not shown.
Structure	SIRT5 inh	Statin myotox sup	DENV2 CPE	E-selectin induc	PglD inh	ERp5 block	S100A4 inh HTS
N#Cc1cccc(-c2ccc3c(c2)[C@@H]2[C@@H](CCN2C(=O)c2ccncc2)[C@@H](CO)N3)c1	10	-40	-22	0.7	2	-8	98*
O=C(COC(=O)c1cccc(F)c1)Nc1cccc(S(=O)(=O)N2CCOCC2)c1	nt	2	-6	-0.9	5	0	-3
Cn1c(=O)c(=O)n(C)c2cc(S(=O)(=O)N3CCN(C4CCCCC4)CC3)ccc21	nt	-4	-9	0.7	3	4	3
CCn1c(SCC(=O)Nc2ccc3c(c2)OCCO3)nnc1-c1c[nH]c2ccccc12	2	7	-1	1.4	-4	-2	1
Cc1ccc([C@@H]2CC(=O)[C@@H]3CN(S(=O)(=O)c4ccc(C)cc4)[C@H](c4ccccc4)C[C@@H]3N2S(=O)(=O)c2ccc(C)cc2)cc1	-4	-19	6	-0.2	-1	-7	-5
Cc1ccc(C(=O)NCC(=O)O)s1	0	nt	3	nt	nt	8	-5
CCCC(=O)OC[C@H]1CN(C2CCCC2)S(=O)(=O)c2c(Oc3ccc(F)cc3)cccc2O1	nt	nt	-4	?	nt	10	2
CCN(CC)c1nc2c(c(=O)[nH]c(=O)n2C)n1CCCc1ccccc1	-2	2	2	nt	-10	0	4
CC(C)(Oc1ccc(CCNC(=O)c2ccc(Cl)cc2)cc1)C(=O)O	-2	7	-3	-0.1	-9	1	-8
Cc1noc(C)c1NC(=O)N[C@H]1CC[C@H](CC(=O)Nc2ccccc2)O[C@H]1CO	-2	-1	1	0.7	4	-3	6
CCCNC(=O)C[C@@H]1CC[C@H]2[C@@H](COc3ccc(NC(=O)c4ccccc4)cc3C(=O)N2C)O1	-1	-4	5	-0.1	-3	1	-35
CCOc1ccc(C(=O)NCC(=O)NC(C)CCc2ccccc2)cc1OCC (centres undefined)	-1	7	-4	nt	3	-2	4
C[C@H]1CCCCO[C@H](CN(C)C(=O)Nc2cccc3ccccc23)[C@@H](C)CN([C@@H](C)CO)C(=O)c2cc(N(C)C)ccc2O1	2	-12	-5	0.1	6	0	1
COC(=O)c1ccccc1NC(=O)N1CCc2ccc(NC(=O)c3ccccn3)cc2C1	-3	-6	4	-0.2	1	-9	-2
COc1ccc(-c2csc(C(O)(c3ccccc3)C(F)(F)F)n2)cc1 (centres undefined)	-6	-3	12	0.3	2	9	1
CCOc1ccc(NC(=O)CSc2nnc(CCNC(=O)c3ccc(OC)cc3)n2C)cc1	-2	4	6	nt	4	-4	-2
Cc1cccc(-c2ccc([C@H]3[C@@H](CO)N4CCCCN(Cc5ccncc5)C[C@H]34)cc2)c1	-2	nt	19	0.0	1	16	-14
COCCNC(=O)C[C@H]1CC[C@@H]2[C@H](COc3ccc(NC(=O)Nc4cccc(F)c4)cc3C(=O)N2C)O1	0	-36	0	0.2	0	-5	-16
COc1cc(/C=N/NC(=O)c2cc(-c3ccco3)nc3ccccc23)cc(OC)c1O	1	nt	31*	0.5	nt	1	1
O=C(N/N=C/c1ccccc1)c1n[nH]c2c1CCCC2	-2	-14	-1	nt	-1	3	-4

# An excerpt from above, showing only E-selectin induc, ERp5 block and Statin myotox sup:
SMILES	E-selectin induc	ERp5 block	Statin myotox sup
CCCNC(=O)C[C@@H]1CC[C@H]2[C@@H](COc3ccc(NC(=O)c4ccccc4)cc3C(=O)N2C)O1	-0.1	1	-4
CCOc1ccc(C(=O)NCC(=O)NC(C)CCc2ccccc2)cc1OCC (centres undefined)	nt	-2	7
C[C@H]1CCCCO[C@H](CN(C)C(=O)Nc2cccc3ccccc23)[C@@H](C)CN([C@@H](C)CO)C(=O)c2cc(N(C)C)ccc2O1	0.1	0	-12
COC(=O)c1ccccc1NC(=O)N1CCc2ccc(NC(=O)c3ccccn3)cc2C1	-0.2	-9	-6
COc1ccc(-c2csc(C(O)(c3ccccc3)C(F)(F)F)n2)cc1 (centres undefined)	0.3	9	-3

# Back to the main list with the two entries that preceded the break.
Structure	SIRT5 inh	Statin myotox sup	DENV2 CPE	E-selectin induc	PglD inh	ERp5 block	S100A4 inh HTS
COc1cc(/C=N/NC(=O)c2cc(-c3ccco3)nc3ccccc23)cc(OC)c1O	1	nt	31*	0.5	nt	1	1
O=C(N/N=C/c1ccccc1)c1n[nH]c2c1CCCC2	-2	-14	-1	nt	-1	3	-4
COc1ccc(N2CCOCC2)c(NC(=O)COc2cccc(C)c2C)c1	0	nt	nt	0.1	3	-1	0
C[C@H]1CN([C@@H](C)CO)S(=O)(=O)c2ccc(C#Cc3ccccc3)cc2O[C@@H]1CN(C)C(=O)Nc1ccccc1	?	-2	3	1.0	-3	-2	4
CC(=O)N(C[C@@H]1N[C@@H](CO)[C@H]1c1ccc(-c2ccc(F)cc2)cc1)C(C)C	-3	-11	3	0.0	2	0	16
COc1ccc(CCC(=O)OCC(=O)NCc2ccc(OC)c(OC)c2)cc1OC	-2	5	-15	nt	-4	4	-2
COc1cc(C(=O)Nc2ccn(C)n2)ccc1OC(F)F	-1	5	13	nt	1	-9	-4
Cc1ccc(-n2nnnc2SCC(=O)NCC2(N3CCOCC3)CCCCC2)c(C)c1	2	-13	-1	nt	-1	0	0
CCOc1ccc(C=Nc2cccc3ncccc23)cc1	-5	nt	-5	0.2	nt	-4	-3
CCOc1ccc(NC(=O)CN(C)C(=O)c2ccc(NC3CC3)c([N+](=O)[O-])c2)cc1OCC	2	nt	-5	-0.1	nt	-2	-6
COCCN1CCn2c(nc3cc(NC(=O)Cn4nc(C)c5ccccc5c4=O)ccc32)C1	nt	6	0	0.2	-2	-14	-5
CC1CCN(S(=O)(=O)c2ccc(C(=O)Nc3nnc(-c4ccco4)o3)cc2)CC1	-2	-11	90*	-1.4	2	5	1
O=C(CC1CC1)N[C@H]1C[C@@H]2O[C@H](CO)CC[C@@H]2O[C@@H]1CCc1ccc(C#Cc2ccccc2)cc1	nt	nt	28*	nt	nt	-2	-8
CCOc1ccc(/C=C2/Sc3ccc(C(=O)N4CCOCC4)cc3N(C)C2=O)cc1OC	0	4	-6	nt	7	4	0
O=C(c1ccc(F)cc1)N1CC[C@@H]2[C@@H](CO)Nc3ccc(C#Cc4ccccc4F)cc3[C@@H]21	nt	5	nt	-0.4	2	nt	nt
CO[C@H](CN(C)S(=O)(=O)c1cccc(Cl)c1)[C@H](C)CN([C@H](C)CO)S(=O)(=O)c1ccc(Cl)cc1	nt	17	-5	0.1	0	0	21
C[C@@H]1CN([C@H](C)CO)C(=O)c2cccc(NC(=O)c3nc4ccccc4s3)c2O[C@@H]1CN(C)Cc1ccc(Cl)c(Cl)c1	2	nt	-8	-1.9	-1	1	5
CCS(=O)(=O)Nc1ccc2c(c1)C(=O)N(C)[C@H]1CC[C@@H](CC(=O)NCc3ccccc3F)O[C@@H]1CO2	1	-8	-1	0.5	8	-3	8
CCC(=O)N1C[C@@H](C)[C@H](OC)CN(C)C(=O)c2cc(NC(=O)c3ccc(F)cc3)ccc2OC[C@@H]1C	4	3	0	-0.2	-4	6	-3
COc1ccc(S(=O)(=O)N2CCN(CC(=O)Nc3cccc(OC)c3)CC2)cc1	-4	-13	1	0.2	3	nt	4
CCc1c(C)sc(NC(=O)CN2CCN(C(=O)c3ccco3)CC2)c1C(=O)OC	-4	-22	4	-0.3	-2	3	2
C[C@@H]1CN([C@H](C)CO)C(=O)Cc2cc(NC(=O)CCN3CCOCC3)ccc2O[C@H]1CN(C)S(=O)(=O)c1cn(C)cn1	1	-9	5	-4.0	0	6	0
COC(=O)COc1cccc(NS(=O)(=O)c2cccc([N+](=O)[O-])c2)c1	-2	nt	1	0.0	nt	4	-2
O=C1C2=C(C(c3ccccc3)=NCCN2)C(c2cccc([N+](=O)[O-])c2)N1c1ccccc1 (centres undefined)	-3	-4	1	2.7	-2	3	4
NS(=O)(=O)c1ccc(CCNC(=O)c2ccc(Cl)c(S(=O)(=O)N3CCCCC3)c2)cc1	-5	1	-1	-0.1	-5	0	-5
C[C@H]1CN([C@@H](C)CO)C(=O)Cc2cc(NC(=O)Nc3ccccc3)ccc2O[C@@H]1CN(C)C(=O)Nc1cccc2ccccc12	3	1	-4	0.9	7	2	-2
O=C1Nc2ccc(Cl)cc2C(=O)C1(F)c1ccccc1 (centres undefined)	0	14	-2	nt	-3	2	-2
C/C(=N\NC(=S)Nc1cc(S(=O)(=O)N2CCOCC2)ccc1Cl)c1ccc(N2CCOCC2)cc1	2	-6	-4	-0.1	1	3	1
O=C(C[C@H]1C=C[C@@H](NS(=O)(=O)c2cccc(F)c2)[C@H](CO)O1)NCc1ccc2c(c1)OCO2	2	9	13	-0.6	-2	-5	6
COCC(=O)N(C)C[C@H]1Oc2cc(-c3ccccc3)ccc2S(=O)(=O)N([C@H](C)CO)C[C@H]1C	1	-2	-10	0.2	2	2	9
COC(=O)C[C@H]1C[C@H]2c3cc(NC(=O)Nc4ccc(C(F)(F)F)cc4)ccc3O[C@H]2[C@H](CO)O1	2	-23	-3	1.1	-1	-4	11
COc1cccc(N(C(=O)c2ccco2)C(C(=O)NC2CCCC2)c2ccc(N3CCOCC3)cc2)c1 (centres undefined)	2	35	?	nt	-4	1	-1
COc1ccc(CC(=O)N2CCC(CCC(=O)Nc3ccccc3)CC2)cc1	0	3	-1	nt	2	-3	-6
CC(=O)N1[C@@H]2Cn3c(ccc(C4=CCCCC4)c3=O)[C@H]1[C@@H](C(=O)N[C@@H](C)c1ccccc1)[C@@H]2CO	-14	-16	-3	0.1	-4	-2	?
C[C@H](CO)N1C[C@H](C)[C@@H](CN(C)C(=O)Nc2ccccc2)Oc2ccc(NC(=O)Nc3cccc4ccccc34)cc2CC1=O	0	-29	20	0.3	5	-5	-6
O=C(COC(=O)c1ccc2ncsc2c1)Nc1ccc(OC(F)(F)F)cc1	-2	5	0	3.1	3	2	1
CO[C@@H]1CN(C)C(=O)c2cc(NC(=O)Nc3c(C)noc3C)ccc2OC[C@H](C)N(CCC(F)(F)F)C[C@@H]1C	nt	9	-1	0.0	-2	nt	nt
O=C(c1cnccn1)N1CC(=O)N2[C@H](CO)[C@H](c3ccc(C#CC4CC4)cc3)[C@@H]2C1	2	nt	1	0.3	nt	-5	-20
C[C@H]1CN([C@@H](C)CO)C(=O)c2cccc(NC(=O)Nc3ccccc3)c2O[C@H]1CN(C)Cc1ccc(Oc2ccccc2)cc1	-1	4	13	0.4	3	-1	-9
Cc1ccccc1NS(=O)(=O)c1nnc(NC(=O)c2ccc(Br)cc2)s1	-2	0	0	nt	-5	3	5
O=C(Nc1ccc2c(c1)CCC2)Nc1ccccc1F	-2	-7	4	-0.4	-1	3	-1
O=C(Oc1cccc(OC(=O)c2ccco2)c1)c1ccco1	4	4	5	nt	0	1	-1
Cc1c(C(=O)OCC(=O)N2CCCC2)cccc1[N+](=O)[O-]	-1	1	-4	nt	1	6	2
COc1ccc(NC(=O)N2CCCCN3[C@H](CO)[C@H](c4ccc(C5=CCCC5)cc4)[C@H]3C2)cc1	5	nt	8	nt	5	2	2

# An excerpt; rates above refer to the full screens.
